Bioassay records from PubChem.
LYPLA2 counter: blocks human lysophospholipase 2, a PME1 counter-screen; recombinant LYPLA2, FP-Rh probe fluorescence polarization; O95372; inhibition, % at 5.9 µM; 320,000 compounds, 0.38% hits;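 active = inhibition above the screen-wide mean plus 3 SD, limit set per campaign, cut at about 26% in these data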;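 also: 0% = LYPLA2 with DMSO and 100% = wells lacking LYPLA2 enzyme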
Target sequence (O95372 whole entry, looked up): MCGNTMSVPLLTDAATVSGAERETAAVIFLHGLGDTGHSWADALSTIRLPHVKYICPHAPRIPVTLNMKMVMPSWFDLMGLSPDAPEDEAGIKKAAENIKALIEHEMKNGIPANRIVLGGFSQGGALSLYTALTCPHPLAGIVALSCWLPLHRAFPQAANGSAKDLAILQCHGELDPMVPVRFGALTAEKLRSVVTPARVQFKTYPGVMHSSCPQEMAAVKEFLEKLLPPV
PAFAH1B3 inh: inhibitors of human PAFAH1B3; Q15102; recombinant PAFAH1B3, FP-rhodamine probe, fluorescence polarization; inhibition, % at 3.39 µM; 340,000 compounds, 0.28% hits; AID 492972;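 active = inhibition above the screen-wide average of all tested compounds plus 3 SD, cut at about 25% in these data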;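 also: 0% = enzyme with DMSO only and 100% = wells lacking PAFAH1B3 protein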
PAFAH1B2 inh: blocks human PAF acetylhydrolase 1b catalytic subunit 2; 340,000 compounds, 1.2% hits; P68402; recombinant PAFAH1B2, FP-rhodamine activity probe, fluorescence polarization; AID 492953; inhibition, % at 3.39 µM;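 active = inhibition above the mean of all tested compounds plus 3 SD, cut at about 24% in these data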;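 also: 0% = enzyme with DMSO and 100% = wells lacking PAFAH1B2; many of its hits are not listed in these tables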
PAD4 FP inh: PAD4 (human) enzyme inhibition; Q9UM07; recombinant PAD4, RCA probe fluorescence polarization; inhibition, % at 6.36 µM; 330,000 compounds, 0.41% hits; AID 485272;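 active = percent inhibition above a cutoff equal to the mean of all tested compounds plus 3 SD, cut at about 15% in these data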;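 also: 0% = PAD4 with RCA probe and DMSO and 100% = probe without PAD4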
LYPLA1 inh: LYPLA1 (human) inhibition in PME1 counter-screen; AID 2174; 320,000 compounds, 0.16% hits; recombinant LYPLA1, FP-Rh probe fluorescence polarization; inhibition, % at 5.9 µM;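 active = inhibition above the mean of all tested compounds plus 3 SD, set per campaign, cut at about 14% in these data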;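 also: inhibitors block serine hydrolase probe labeling of LYPLA1 so polarization falls; 0% = enzyme with DMSO and 100% = wells lacking LYPLA1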
PAFAH2 inh: PAFAH2 (human) inhibition | Q99487 | recombinant PAFAH2, FP-rhodamine activity probe, fluorescence polarization | inhibition, % at 3.39 µM | 340,000 compounds, 0.99% hits;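 active = inhibition above the mean over all tested compounds plus 3 SD, cut at about 30% in these data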;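 also: inhibitors block probe labeling of enzyme so polarization drops; 0% = enzyme with DMSO and 100% = wells lacking PAFAH2 protein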
GSTO1 inh: blocks human GSTO1 in RBBP9 counter-screen. recombinant GSTO1, activity-based probe fluorescence polarization. 300,000 compounds, 1.1% hits. AID 1974. inhibition, % at 5.96 µM;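 active = inhibition above the campaign mean inhibition plus 3 SD, cut at about 35% in these data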;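 also: 0% = GSTO1-1 with DMSO and 100% = wells lacking GSTO1-1 enzyme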
PME-1 primary: blocks human protein phosphatase methylesterase 1; Q9Y570; recombinant PME-1, FP-Rh probe fluorescence polarization; inhibition, % at 5.9 µM; 320,000 compounds, 0.53% hits; AID 2130;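 active = inhibition above the campaign mean of all compounds plus 3 SD, cut at about 26% in these data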;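 also: competitive labeling of PME-1 active site by serine hydrolase directed probe; 0% = PME-1 with DMSO and 100% = wells lacking PME-1 enzyme; inhibitors block probe labeling so polarization falls and inhibition rises; many of its hits are not listed in these tables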
Target sequence (Q9Y570 whole entry, looked up): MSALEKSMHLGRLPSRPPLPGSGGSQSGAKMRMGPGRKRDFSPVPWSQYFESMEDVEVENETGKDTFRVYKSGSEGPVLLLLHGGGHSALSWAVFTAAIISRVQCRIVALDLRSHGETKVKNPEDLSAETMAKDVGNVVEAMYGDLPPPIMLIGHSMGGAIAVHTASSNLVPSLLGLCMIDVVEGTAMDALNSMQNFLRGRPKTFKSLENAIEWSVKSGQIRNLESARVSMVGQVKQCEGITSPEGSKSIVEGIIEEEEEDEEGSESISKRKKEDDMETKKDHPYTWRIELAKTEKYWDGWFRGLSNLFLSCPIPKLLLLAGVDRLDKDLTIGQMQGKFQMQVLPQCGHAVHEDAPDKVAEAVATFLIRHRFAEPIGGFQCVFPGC
pPAFAH inh: pPAFAH (human) enzyme inhibition. recombinant pPAFAH, FP-rhodamine probe fluorescence polarization. inhibition, % at 3.39 µM. 330,000 compounds, 1.5% hits. AID 463082;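 active = inhibition above the mean inhibition across the screen plus 3 SD, cut at about 25% in these data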;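 also: inhibitors block binding of the rhodamine activity-based probe so polarization drops; 0% = enzyme with DMSO and 100% = wells lacking pPAFAH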
Target sequence (Q13093 whole entry, looked up): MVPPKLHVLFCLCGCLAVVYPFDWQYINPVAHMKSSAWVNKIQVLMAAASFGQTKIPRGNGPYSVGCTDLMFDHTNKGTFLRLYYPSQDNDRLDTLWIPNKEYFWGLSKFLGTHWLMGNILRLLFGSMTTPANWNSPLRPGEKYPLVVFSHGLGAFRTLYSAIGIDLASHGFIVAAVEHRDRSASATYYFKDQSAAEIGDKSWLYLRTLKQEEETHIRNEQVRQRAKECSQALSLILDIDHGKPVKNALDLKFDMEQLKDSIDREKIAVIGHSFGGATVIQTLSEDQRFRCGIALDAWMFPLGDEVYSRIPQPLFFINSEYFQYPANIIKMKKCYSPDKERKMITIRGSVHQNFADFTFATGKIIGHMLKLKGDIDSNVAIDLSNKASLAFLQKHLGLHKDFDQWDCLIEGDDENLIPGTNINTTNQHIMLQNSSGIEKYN
An asterisk follows results filed as active; / = not tested or not shown; & = joins results of further samples. The list is partial (hit frequency here may not be typical).

SMILES | LYPLA2 counter | PAFAH1B3 inh | PAFAH1B2 inh | PAD4 FP inh | LYPLA1 inh | PAFAH2 inh | GSTO1 inh | PME-1 primary | pPAFAH inh
CCC(OC(=O)CN1C(=O)C(=O)c2ccccc21)C(=O)Nc1ccc(S(N)(=O)=O)cc1 (stereo not given) | 5 | -1 | 1 | -3 | -1 | 7 | 4 | -6 | 4
CC(C)(C)NC(=O)C(c1ccc(F)cc1)N(C(=O)CCC(=O)Nc1ccccn1)C1CCCC1 (stereo not given) | 3 | -2 | 2 | -2 | 2 | 3 | 5 | -5 | 4
CCCCN(C)CC(O)Cn1cc(/C=C/C(=O)c2cccs2)c2ccccc21 (stereo not given) | 10 | 7 | -2 | 12 | 3 | 5 | -7 | 15 | 4
Cc1ccc(-n2nc3c(=S)[nH]nc(C)c3c2C)cc1 | -7 | 0 | 1 | -7 | -4 | 12 | 2 | 6 | 0
O=C(Nc1csnn1)c1csnn1 | 7 | 4 | 7 | -3 | 1 | 0 | 11 | -4 | 11
Fc1ccc(CNC(=S)Nc2ccc(Cl)cc2)cc1 | -2 | 3 | 2 | 2 | -2 | -5 | 12 | 6 | 4
CC(c1ccco1)N(C(=O)COc1ccc(Cl)cc1Cl)c1ccccn1 (stereo not given) | -3 | 3 | -1 | -1 | -4 | 6 | 1 | -6 | 2
O=C1CCCCCN1Sc1ccccc1 | -5 | 12 | 5 | -2 | -4 | -4 | -5 | -2 | 6
CN(C)S(=O)(=O)N(Cc1ccc(Br)cc1)c1ccccc1 | 5 | 4 | 6 | -3 | -1 | 0 | 9 | 2 | 3
CC(C)[C@H](NC(=O)[C@H](Cc1ccccc1)n1c(=O)[nH]c2ccccc2c1=O)C(=O)N[C@@H](Cc1ccccc1)C(=O)O | 6 | 12 | -3 | -5 | 3 | 1 | 7 | 1 | 7
Cc1ccccc1CNS(=O)(=O)c1ccc2c(c1)C(C)(C)C(=O)N2C | 8 | 4 | -2 | -2 | 2 | -2 | 1 | 11 | 7
CN(C)C(=O)C[n+]1cccc(/C=N/O)c1 | -8 | 6 | -2 | 0 | 0 | 3 | 8 | -2 | -4
CC(C)=CCC/C(C)=C/CCC(C)NCCN1CCNCC1 (stereo not given) | -1 | / | / | 1 | 2 | / | 4 | -3 | 2
CCC(CC)C(=O)Nc1nnc(S(=O)(=O)N2CCCC2)s1 | 1 | 5 | 5 | 1 | 2 | 8 | -10 | 3 | 2
CCC(=O)NC1CCN(C(=S)NC)CC1 | 8 | 1 | 5 | -4 | 3 | 6 | 4 | 5 | 1

Reprinted from the part before: 2 entries, then new ones.
SMILES | LYPLA2 counter | PAFAH1B3 inh | PAFAH1B2 inh | PAD4 FP inh | LYPLA1 inh | PAFAH2 inh | GSTO1 inh | PME-1 primary | pPAFAH inh
CCC(CC)C(=O)Nc1nnc(S(=O)(=O)N2CCCC2)s1 | 1 | 5 | 5 | 1 | 2 | 8 | -10 | 3 | 2
CCC(=O)NC1CCN(C(=S)NC)CC1 | 8 | 1 | 5 | -4 | 3 | 6 | 4 | 5 | 1
O=C1CCCCN1CCCC(=O)N1CCCC(Nc2ccc(F)c(F)c2)C1 (stereo not given) | 5 | 16 | -2 | -1 | -1 | 0 | -3 | 0 | 3
COC(=O)Cc1csc(N)n1 | 7&-3 | 7&7 | 5&2 | 0&5 | 3&-3 | 5&12 | -4&4 | 8&0 | 2&-4
CN(C)S(=O)(=O)c1cccc(C(=O)Nc2ccc(Cl)cn2)c1 | -7 | 9 | -5 | 1 | -3 | 6 | 0 | 2 | -5
CCN(CC)c1ccc(C2C(C(=O)OCCOC)=C(C)NC3=C2C(=O)CC(C)(C)C3)cc1 (stereo not given) | 7 | 5 | 5 | 2 | 1 | 10 | 12 | 5 | 3
O=C(O)c1ccc(N2CCN(Cc3ccc4c(c3)OCO4)CC2)c([N+](=O)[O-])c1 | -6 | 2 | 1 | -2 | -2 | -1 | 6 | -5 | 3
Fc1cc(Br)ccc1Nc1nc2ccccc2n2nnnc12 | 1 | -3 | 6 | -1 | -1 | 1 | 2 | 7 | 4
CN1CCN(CCC(=O)Nc2ccc(OCc3ccccc3)cc2)CC1 | 11 | 4 | 2 | -3 | 2 | 5 | 5 | -5 | 6
COc1cc(OC)cc(C(=O)NCCSC2CCCCC2)c1 | 0 | 3 | -5 | 6 | -1 | 0 | 5 | 1 | 5
C=CC[C@@H](CC(=O)N[C@@H](CO)Cc1ccccc1)C(=O)NCCOC(=O)[C@@H](CC=C)Cc1ccc(F)cc1 | / | 8 | 8 | -3 | / | 7 | / | / | 2
CCC(CO)Oc1cc(NCc2ccc(C)c(C)c2)c2ncn(C(C)C)c2c1 (stereo not given) | / | 0 | 8 | -8 | / | -3 | / | / | 19
COc1ccc(/C=N/NC(=O)Cc2n[nH]c(=O)[nH]c2=O)cc1 | -3 | 7 | 2 | -2 | 1 | -8 | -3 | 0 | 2
CCCCC[C@H](O)/C=C/[C@@H]1[C@@H](CCCCCCC(=O)O)[C@@H](O)C[C@H]1O | 5 | 4 | 2 | -6 | 2 | 12 | 3 | 0 | 3
CC(=O)c1cccc(N2C(=NC(=O)C3CC3)SC3CS(=O)(=O)CC32)c1 (stereo not given) | 6 | 3 | 1 | -5 | 0 | 1 | 2 | -6 | 3
CCN(CC)C(=O)Oc1c(Cl)cc(Cl)c2cccnc12 | 4 | 11 | 5 | 0 | 1 | -2 | 3 | 5 | 9
O=C(Nc1ccc2c(c1)Cc1ccccc1-2)c1ccncc1 | 2 | 4 | -1 | -1 | -2 | -8 | -7 | -1 | 2
CCOc1ccc(N(C(=O)c2snc(C(N)=O)c2N)C(C(=O)NCC2CCCO2)c2ccco2)cc1 (stereo not given) | 2 | -5 | 5 | -1 | 7 | 6 | 7 | 1 | 0
CCC1(C)Cc2ccccc2-c2nc(NCCO)n(-c3ccc(C)cc3)c(=O)c21 (stereo not given) | -4 | 8 | 9 | 5 | -1 | -6 | -1 | -1 | 5
N#Cc1ccccc1Sc1ccccc1C(=O)NCC(c1ccco1)N1CCCC1 (stereo not given) | 4 | 2 | -4 | 2 | 0 | 4 | -7 | 2 | 0
COC(=O)/C(=C\Nc1ccccc1)NC(=O)c1ccc(Cl)cc1Cl | 6 | 2 | 3 | -1 | 7 | 0 | -3 | 0 | 1
CCN(CC)CCNC(=O)C(=O)NCC1OCCN1C(=O)c1ccc2c(c1)OCO2 (stereo not given) | 2 | / | / | -3 | 2 | / | -3 | -4 | 2
Cn1cccc1C(=O)C(=O)Nc1ccc(F)c(F)c1 | -3 | 5 | 2 | -8 | 1 | -1 | 0 | -4 | -2
O=C(c1cc(COc2ccc(F)cc2Cl)on1)N1CCN(c2cnccn2)CC1 | 14 | 8 | -4 | -6 | 0 | 2 | 1 | 4 | 5
O=C(Nc1cccc(-c2cccc(Cl)c2)c1)C1CCN(CC2CCOC2)CC1 (stereo not given) | 5 | 2 | 1 | 1 | 0 | -3 | 2 | 6 | 2
O=C(CCCCCNc1nc(=S)[nH]c2ccccc12)NCCC1=CCCCC1 | -1 | 10 | 5 | 1 | -2 | -4 | 0 | -3 | 2
COC(=O)c1nn(-c2ccc3c(c2)OCO3)cc1O | 3 | 7 | 3 | 4 | -1 | -5 | 4 | 5 | 6
O=C(NNC(=O)c1cc(Cl)ccc1O)c1cccs1 | 6 | 9 | 5 | -6 | -3 | 77* | 4 | 3 | 8
Cc1ccc(S(=O)(=O)N2CCOCC2)cc1C(=O)c1nccn1C | -6 | 1 | 7 | -6 | -1 | 4 | 10 | -4 | -2
Cc1ccc(NCc2nnc(SCC(=O)N3CCCc4ccccc43)o2)c(C)c1 | -7 | 2 | 12 | -1 | -4 | -4 | 5 | -1 | 3
COc1ccc(N/C=C2/Sc3ccccc3NC2=O)cc1 | 5 | 8 | 5 | 9 | 2 | -4 | -6 | 10 | 8
CC12CCC(c3c(C(=O)O)nn(-c4ccc(F)cc4)c31)C2(C)C (stereo not given) | -1 | 1 | 7 | -3 | -7 | -2 | 8 | -3 | -6
COc1ccc(N2CCN(C(=O)CSc3ccccc3N)CC2)cc1 | 0 | 7 | 4 | 1 | -2 | 6 | 1 | 0 | -1
CCC(CO)Oc1cc(NCc2ccccc2F)c2ncn(C(C)C)c2c1 (stereo not given) | 4 | 1 | 6 | -5 | 4 | -6 | / | 2 | 8
CC(OC(=O)CNC(=O)c1ccc2ccccc2c1)C(=O)N(C)C1CCCCC1 (stereo not given) | 6 | -1 | -2 | -3 | 3 | 1 | 6 | -9 | -4
OC1(c2ccccc2)CN(c2ccccc2)C2=[N+]1CCS2 (stereo not given) | 0 | 3 | -1 | -1 | -3 | -4 | 0 | 1 | 9
CC1Cc2nc(SCC(=O)Nc3nccs3)n(C)c(=O)c2S1 (stereo not given) | -1 | 7 | -2 | 2 | 0 | 4 | 6 | 6 | 1
CN(Cc1ccc(Cl)c(Cl)c1)C(=O)CN1C(=O)NC2(CCCC2)C1=O | -5 | 12 | 4 | -1 | -3 | -3 | -1 | 2 | 3
Cc1cc(=O)oc2c(CN3CCCC3)c(O)c(Cl)cc12 | 2 | 10 | 8 | 1 | 0 | 13 | 3 | 0 | 8
CC(=O)CN1C(=O)NC2(CCCc3ccccc32)C1=O (stereo not given) | -7 | 4 | 1 | -5 | -5 | 7 | 4 | 3 | 3
CCc1cc2ccccc2nc1SCC(=O)NC1CCCC1 | -2 | 6 | 10 | 5 | -5 | 4 | -12 | 7 | 19
COC(=O)C1=C(C)N(Cc2ccccc2)C(=NCC(C)C)N[C@H]1c1cccc(F)c1 | / | 7 | -3 | 2 | / | 3 | / | / | -1
CC(C)(C)NCC(O)COc1ccccc1C1CCCC1 (stereo not given) | -3 | -3 | 4 | -4 | -1 | 7 | 1 | -1 | -1
O=C(Nc1ccc2c(c1)nc1n2CCN(Cc2ccccc2)C1)c1cccs1 | -3 | 1 | -1 | -7 | -10 | -14 | -11 | 1 | 1
Cc1ccc(NC2CCCN(C(=O)C3CCCC3)C2)cc1C (stereo not given) | 2 | 3 | -1 | 3 | -1 | 1 | 5 | 1 | 4
CCCCC(=O)NC(=S)Nc1ccc(NC(=O)C(C)C)c(OC)c1 | 9 | 6 | 1 | 4 | -1 | -3 | 9 | 0 | 0
CNS(=O)(=O)c1cn(CC(=O)NCc2ccc(N(C)C)cc2)cc1S(=O)(=O)NC | 2 | 2 | 6 | -1 | -6 | 5 | 13 | -14 | -6
CCn1ccnc1CNCc1ccc(OCC(O)CN(C)Cc2ccccc2)cc1 (stereo not given) | 2 | 1 | -2 | 2 | 5 | 0 | -4 | -1 | 4
Cc1occc1-c1nnc(SCC(=O)Nc2ccccc2)n1Cc1ccccc1 | 1 | 5 | 3 | -1 | -1 | 1 | 0 | -3 | 4
COc1cccc(C2C(C#N)=C(N)Oc3cc(C)oc(=O)c32)c1OC (stereo not given) | 5 | -3 | 4 | 5 | -1 | -6 | 12 | -8 | -6
Cc1nn(-c2ccc(F)cc2)c(Cl)c1/C=N/NC(=O)c1cccs1 | 0 | -3 | 2 | -6 | -2 | -3 | -14 | -9 | 5
CCOc1ccc(NC(=O)CN(C)C(=O)c2ccccc2SCC(=O)N2CCCC2)cc1OCC | 0 | 0 | -1 | 0 | -1 | -2 | 2 | -3 | -3
